Mcl1 Noxa PPI: Mcl-1/Noxa binding inhibitors, primary screen, biochemical, TR-FRET, 1536-well. inhibition, % at 21.7 µM. Induced myeloid leukemia cell differentiation protein Mcl-1 (Homo sapiens), Q07820. TR-FRET Mcl-1/Noxa peptide binding, 2 h. 1.5% of 220,000 active;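 active means compounds that cut the protein-peptide binding signal by more than 50% relative to plate controls in a single-dose test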;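 further: His-tagged Mcl-1 with rhodamine Noxa BH3 peptide and terbium anti-His antibody; 0% = Mcl-1 plus Noxa peptide wells and 100% = peptide-only wells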
Mcl-1 Bim block: inhibitors of Bim peptide binding to Mcl-1, primary screen, biochemical, bead-based flow cytometry, multiplex; Induced myeloid leukemia cell differentiation protein Mcl-1 (Homo sapiens), Q07820; Bim peptide-Mcl-1 binding; inhibition, % at 10 µM; 0.1% of 190,000 active; AID 1009, 2008; in the data active means inhibition above about 40%;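 further: 0% = no compound tracer wells and 100% = peptide blocker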
Rac1 act GTP bind: GTP binding modulators of activated mutant Rac1, primary screen, biochemical, bead-based flow cytometry, multiplex, fluorescent GTP; 0.11% of 190,000 active; GST-Rac1 activated beads; actives lie on both sides; 100% means binding = to untreated wells; percent activity (GTP binding), % at 10 µM;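 active means GTP binding at least 20 percentage points away from the 100% baseline, in either direction, so actives lie on both sides; inconclusive means Compound likely fluorescent itself, or too few beads counted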
HRas wt GTP: modulators of GTP binding to HRas wildtype, primary screen, biochemical, bead-based flow cytometry, multiplex; GTPase HRas (Homo sapiens), P01112; GST-Ras wt beads, Bodipy-FL-GTP binding; actives lie on both sides; GTP binding activity, % at 10 µM; 0.14% of 190,000 active; AID 759, 2007;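 active means GTP binding activity at least 20% away from the 100% baseline, either lowered as inhibitor or raised as activator; inconclusive means flagged as likely green fluorescent, judged across all proteins in the well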;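 further: 0% = unlabeled GTP competition control and 100% = no-compound control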
Target sequence (P01112 whole entry, looked up): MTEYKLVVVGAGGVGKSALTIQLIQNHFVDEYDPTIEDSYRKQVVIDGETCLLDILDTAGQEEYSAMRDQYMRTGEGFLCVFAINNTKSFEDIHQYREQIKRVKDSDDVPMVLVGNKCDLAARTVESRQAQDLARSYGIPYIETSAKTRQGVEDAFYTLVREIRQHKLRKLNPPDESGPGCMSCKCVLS
Rac1 wt GTP bind: wildtype Rac1 GTP binding modulators, primary screen, biochemical, GST-Rac1 beads, flow cytometry, multiplex | 0.27% of 190,000 active | Ras-related C3 botulinum toxin substrate 1 (Homo sapiens), P63000 | GTP binding activity (% of control), % at 10 µM | fluorescent GTP binding; actives lie on both sides; 0 = cold GTP competed, 100 = untreated;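 active means GTP binding activity at least 20 points away from the 100% control level, either lower or higher; inconclusive means compound flagged as likely green fluorescent, judged across all proteins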
Pf gamet viab: late stage P. falciparum gametocyte viability inhibitors, primary screen, ATP luminescence, HTS. P. falciparum stage V gametocytes, 24 h. inhibition, % at 10.9 µM. 0.065% of 150,000 active. AID 743093, 2013;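 active means inhibition above the mean plus 3 SD of compounds within the control limits, set per campaign, cut at about 38% in these data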;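 further: 0% = DMSO wells and 100% = medium only without gametocytes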
Rab7 wt modul: modulators of GTP binding to Rab7, primary screen, biochemical, wildtype, multiplex bead flow cytometry; GTP binding activity (percent of control), % at 10 µM; Rab7 GTPase wild type (dog), Bodipy-FL-GTP binding; AID 758, 2007; 0.055% of 190,000 active; GST-Rab7 beads, fluorescent GTP binding; actives lie on both sides; untreated = 100%, excess cold GTP = 0%;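 active means fluorescent GTP binding to Rab7 beads changed by at least 20 points from the 100% baseline, either direction, mostly lower; inconclusive means compound itself probably fluorescent, or too few beads counted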;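 further: median green fluorescence of bound Bodipy-FL-GTP per Rab7 bead population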
RGS8-Gao reg: RGS8-Galphao binding modulators, primary screen, biochemical, multiplexed bead flow cytometry; Guanine nucleotide-binding protein G(o) subunit alpha (Homo sapiens), P09471; actives lie on both sides; response (percent of control binding), % at 10 µM; 0.34% of 220,000 active; in the data active means response below about 60% or above about 140%; inactive means in between;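 further: Galphao activated as the GDP aluminium fluoride complex binding bead-coupled RGS8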
Target sequence (P09471 whole entry, looked up): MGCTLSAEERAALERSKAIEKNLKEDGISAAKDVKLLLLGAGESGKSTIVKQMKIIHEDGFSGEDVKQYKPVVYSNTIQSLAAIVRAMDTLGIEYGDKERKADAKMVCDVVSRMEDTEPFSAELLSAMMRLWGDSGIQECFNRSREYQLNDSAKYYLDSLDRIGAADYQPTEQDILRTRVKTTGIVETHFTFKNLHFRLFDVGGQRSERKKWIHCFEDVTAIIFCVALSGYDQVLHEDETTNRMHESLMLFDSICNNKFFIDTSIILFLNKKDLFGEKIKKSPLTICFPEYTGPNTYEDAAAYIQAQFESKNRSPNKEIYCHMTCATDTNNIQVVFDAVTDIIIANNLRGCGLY
Cdc42 wt GTP: modulators of GTP binding to wildtype Cdc42, primary screen, biochemical, multiplex bead flow cytometry, Bodipy-GTP. GST-Cdc42 beads; actives lie on both sides. percent activity (GTP binding), % at 10 µM. 0.2% of 190,000 active. AID 761, 2007;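 active means percent activity GTP binding at least 20 points away from the 100% baseline, either down as inhibitor or up as activator; inconclusive means compound flagged as likely green fluorescent from well-wide comparison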;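 further: median bead fluorescence of bound Bodipy-FL-GTP at 100 nM; 0% = excess unlabeled GTP control and 100% = no compound control; below 100% means less GTP binding so inhibitor and above means activator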
Target sequence (P60953 whole entry, looked up): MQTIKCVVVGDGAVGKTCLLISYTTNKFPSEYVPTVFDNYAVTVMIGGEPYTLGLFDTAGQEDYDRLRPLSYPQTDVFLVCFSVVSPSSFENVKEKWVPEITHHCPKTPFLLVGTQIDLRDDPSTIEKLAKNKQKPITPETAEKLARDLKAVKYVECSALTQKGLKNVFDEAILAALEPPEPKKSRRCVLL
Rab2A wt mod: modulators of GTP binding to Rab2A wildtype, primary screen, biochemical, dog, bead-based flow cytometry, multiplex; AID 760, 2007; Ras-related protein Rab-2A (Canis lupus familiaris), P61105; GTP binding activity, % at 10 µM; 0.19% of 190,000 active; GST-Rab2 wt beads, Bodipy-GTP binding;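 active means GTP binding activity at least 20 points away from 100%, either lowered or raised; inconclusive means signal likely due to the compound's own green fluorescence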;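 further: 0% = beads with excess unlabeled GTP and 100% = no-compound control corrected for plate trend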
Mcl1-Bid inh: Mcl-1/Bid binding inhibitors, primary screen, biochemical, TR-FRET, 1536-well; Induced myeloid leukemia cell differentiation protein Mcl-1 (Homo sapiens), Q07820; 0.97% of 220,000 active; inhibition, % at 21.7 µM; TR-FRET Mcl-1/Bid-Dy647 peptide binding;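 active means compounds that cut the binding signal by more than half at the single screening dose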;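 further: His-tagged Mcl-1 with europium anti-His antibody binding Bid BH3 peptide; 0% = Mcl-1 plus peptide wells and 100% = peptide-only wells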
Numbers without * were called inactive; u = inconclusive; x = no result given.

SMILES	Mcl1 Noxa PPI	Mcl-1 Bim block	Rac1 act GTP bind	HRas wt GTP	Rac1 wt GTP bind	Pf gamet viab	Rab7 wt modul	RGS8-Gao reg	Cdc42 wt GTP	Rab2A wt mod	Mcl1-Bid inh
O=C(c1ccccc1)c1ccc(OC(=O)N2CCOCC2)cc1	-1	0	100	101	102	x	100	99	101	100	-9
O=C(CCCN1C(=O)/C(=C\c2cccs2)SC1=S)NNC(=O)c1cccnc1	43	2	96	97	97	4	95	106	97	96	-14
C#Cc1ccc([C@H]2C=C(C(=O)N3CCN(Cc4ccccc4)CC3)O[C@@H](OCc3ccc(CO)cc3)C2)cc1	-30	-1	94	94	96	-3	96	95	94	93	-7
O=C(N/N=C/c1ccc(F)cc1)c1ccccc1	4	-1	98	97	100	-5	100	103	103	97	-4
CC(=O)c1c(C)n([O-])c2cc(F)c(F)cc2[n+]1=O	-7	3	98	100	103	-4	106	99	99	100	-12
O=C1CCCc2c1cc(-c1ccccc1)n2-c1ccccc1	-2	-3	101	99	105	-1	101	100	101	99	-27
COC(=O)c1c(Cc2ccccc2Cl)c[nH]c1C	24	-4	103	102	108	x	100	104	111	101	-12
COc1cc(CC(=O)N2CCc3ccccc32)cc(OC)c1OC	9	-3	103	103	111	x	104	x	107	103	-1
O=C(NNC(=O)C1CC(c2cccnc2)=NO1)Nc1cccc(F)c1 (stereo unspecified)	6	0	98	100	97	18	102	100	98	98	-8
C/C(CC(=O)NC1C2CC3CC(C2)CC1C3)=N\NC(=O)Cc1cccs1 (stereo unspecified)	5	-1	100	97	103	30	100	106	100	98	-28
Cc1ccc(CN2CCNC(=O)C2CC(=O)NC2CCCCCC2)o1 (stereo unspecified)	3	0	95	99	97	-1	103	101	95	98	-23
O=C(CCC1CCCN(C(=O)COc2ccccc2)C1)N1CCN(c2ccccn2)CC1 (stereo unspecified)	11	0	100	97	103	-8	98	105	98	97	-22
Cc1ccn2c(c1)nc(=S)n2C(=O)c1ccco1	41	-2	99	102	102	x	103	97	100	97	27
O=C(Nc1nc(-c2ccccc2)cs1)NC1CCCCC1	-25	2	100	101	107	x	100	102	102	101	2
CN(C)c1ccc(NC(=S)NCC2CCCO2)cc1 (stereo unspecified)	11	-2	98	99	103	-54	100	89	99	98	-78
COc1ccc(CCNC(=O)CSc2nncs2)cc1	13	0	101	102	103	-8	99	100	98	99	-10
Cc1cc(C)n2nc(C(=O)OCC(=O)N3CCC3)nc2n1	21	-2	102	100	102	14	109	96	100	102	-5
CCOc1ccc2ccccc2c1C(=O)N1CCOCC1	-10	1	98	101	103	x	102	99	100	101	4
CCCCNc1cc(C)nc(NCc2ccccc2)n1	-9	0	96	100	98	x	95	105	101	97	-33
CC(C)CC(=O)Nc1ccc(C(=O)NNC(=S)NC(=O)C2CCCCC2)cc1	-80	-2	99	102	99	x	102	98	102	100	-106
COc1ccc(C(=O)/C=C2\NCC3c4ccccc4CCN3C2=O)cc1 (stereo unspecified)	9	1	97	97	95	15	98	104	95	96	-44
CN(C)CCCN(C(=O)c1ccc2c(c1)CCCC2)c1nc2ccc(Cl)cc2s1	26	-3	97	101	102	-3	103	101	102	102	-8
COc1cccc(-c2cc(C(F)(F)F)n3nc(C(=O)Nc4c(C)n(C)n(-c5ccccc5)c4=O)cc3n2)c1	21	0	95	98	94	6	102	97	95	97	-33
N#CCCN(C(=O)Nc1ccc(Cl)cc1)c1ccccc1	4	1	97	98	99	x	99	98	97	97	-15
COc1ccc(NC(=O)c2cc3n(n2)C(C(F)(F)F)CC(c2ccco2)N3)cc1 (stereo unspecified)	14	-1	97	101	100	x	100	95	101	101	-22
CCOC(=O)C1=C(C)N(C)C(=S)NC1c1c(OCC)ccc2ccccc12 (stereo unspecified)	-13	0	96	96	99	-10	99	100	93	95	-48
Cc1sc2ncnc(SC(C)C#N)c2c1C (stereo unspecified)	0	0	96	99	101	-11	98	104	98	98	-20
O=C(NCc1ccc2c(c1)OCO2)C1CCC(CNS(=O)(=O)c2cccc3nsnc23)CC1 (stereo unspecified)	-22	0	98	99	102	x	97	102	98	98	1
C=CCc1ccccc1OCC(O)CN1CCN(c2ccc(OC)cc2)CC1 (stereo unspecified)	20	0	100	103	108	-6	104	99	102	104	10
CCCCCCSc1nc2c(c(=O)[nH]c(=O)n2C)n1C	12	0	100	103	107	x	101	98	105	101	-10
COc1ccc(S(=O)(=O)Nc2ccccc2C(F)(F)F)cc1	6	-1	99	103	99	-5	101	99	103	102	-2
CC1=Nn2c(nnc2-c2n[nH]c3c2CCC3)SC1	9	0	98	99	100	-8	101	99	101	98	6
O=C1COc2ccc(C(=O)COC(=O)CCSc3ccc(Cl)cc3)cc2N1	-6	0	94	99	93	-8	107	101	92	96	-12
Cc1cccc(C)c1NC(=S)NC(C)CCc1ccccc1 (stereo unspecified)	31	0	97	102	101	18	100	100	102	101	-55
CCOC(=O)C1CCN(c2c(NCCCN3CCN(Cc4ccccc4)CC3)c(=O)c2=O)CC1	16	0	99	101	101	0	101	101	99	99	52*
O=C(CCc1nnc(CCCCc2ccccc2)o1)NCCN1CCCCC1=O	9	1	97	100	105	8	105	104	98	100	-3
CCOC(=O)c1c(C)c(C(=O)Nc2ccc3c(c2)OCCO3)c(C)n1C	8	0	100	99	101	x	99	97	100	98	-24
COc1cc(/C=N/NC(=O)c2sc(N)c(C#N)c2C)ccc1O	-11	-2	96	93	93	x	95	100	96	90	-24
CCn1c(Cc2ccccc2)nnc1SCc1nc2ccccc2c(=O)[nH]1	9	-5	100	102	104	x	103	98	103	101	-3
Cc1cc(C)c2cc(C)c3nnc(SCC(=O)NCc4ccc5c(c4)OCO5)n3c2c1	12	0	91	98	93	14	99	102	94	96	14
O=c1c(-c2ccccc2)n[nH]c2ccccc12	32	0	u	u	u	2	u	99	u	u	17
Cc1cc(C(=O)NNC(=S)NCc2ccco2)n(C)n1	-3	0	97	97	104	x	97	95	98	98	-30
COc1ccc(CC(NC(C)=O)C(=O)NC2CCN(c3nc(C)cc(C)c3C#N)CC2)cc1 (stereo unspecified)	20	5	96	102	101	17	103	99	95	98	-10
CCOC(=O)Cc1nn(Cc2ccc(Cl)cc2)c(=O)c2ccccc12	2	-2	93	97	97	8	105	102	94	98	-9
CC(C)c1ccc(/C=C/C(=O)n2nnc3ccccc32)cc1	-20	-2	u	u	u	x	u	100	u	u	0
O=C(Nc1ccccc1O)/C(=C\c1ccccc1)NC(=O)c1ccccc1	-3	-1	93	99	97	14	101	100	95	97	-34
COCCC(=O)Nc1ccc2c(c1)CN(C(=O)CCOC)CC2	26	-6	96	100	101	24	102	100	99	97	-31
CCOC(=O)c1ccc(NC(=O)CCNC(=O)c2ccc([N+](=O)[O-])cc2)cc1	2	-3	102	102	109	-1	99	102	103	100	-16
COc1ccccc1C1SCCN1S(C)(=O)=O (stereo unspecified)	-10	1	98	101	99	x	101	101	101	100	-9
CCOC(=O)c1nc(Nc2ccc(C)cc2)c2ccccc2n1	-7	-1	100	101	106	x	103	102	104	102	-6

Next structures:
SMILES	Mcl1 Noxa PPI	Mcl-1 Bim block	Rac1 act GTP bind	HRas wt GTP	Rac1 wt GTP bind	Pf gamet viab	Rab7 wt modul	RGS8-Gao reg	Cdc42 wt GTP	Rab2A wt mod	Mcl1-Bid inh
CSc1ccccc1C(=O)OCC(=O)NC1CCS(=O)(=O)C1 (stereo unspecified)	-13	0	97	96	98	2	98	102	97	98	-9
CC(C)=CC(=O)OCC(=O)NC(=O)NC(C)(C)C	-4	-1	95	97	97	x	98	98	97	98	-17
CCN(C(=O)CSc1nnc(-c2ccc(F)cc2)c2ccccc12)C1CCS(=O)(=O)C1 (stereo unspecified)	-2	0	95	99	96	-7	102	99	99	100	1
Nc1nc(-c2ccccc2)cc(-c2ccccc2O)n1	25	0	96	98	104	x	98	106	98	98	-8
COc1ccc(C)cc1NC(=O)NCc1ccccn1	4	2	98	101	103	8	104	101	99	102	-18
O=C(CCc1nnc(Cc2c[nH]c3ccccc23)o1)NCC1CC12CCCCC2 (stereo unspecified)	15	0	97	97	102	x	99	102	100	99	-59
Nc1c(-c2ccccc2Cl)cnn1-c1cccc([N+](=O)[O-])c1	18	-2	99	102	102	-4	100	100	103	103	-4
COc1cc(C)nc(NC(=O)COc2ccc(Cl)cc2C)n1	19	-5	95	97	95	x	92	105	97	96	-2
CC1OC2(C)OC(=N)C1(C#N)C(C#N)(C#N)C2c1ccccc1 (stereo unspecified)	20	-6	97	98	101	-6	97	100	100	95	-38
CS(=O)(=O)N1CCN(c2ccc(NC(=O)CSc3ccc(Cl)cc3)cc2)CC1	-5	-2	100	100	104	x	98	99	102	99	13
CCOc1ccc(NC(=O)CN(c2ccc(OCC)cc2)S(=O)(=O)c2c(C)[nH]c(=O)[nH]c2=O)cc1	-7	-2	96	95	91	-23	91	101	96	91	-33
O=C(Nc1nccs1)c1ccc(Br)o1	-1	0	103	101	106	x	100	100	109	103	9
CCCn1c(SCC(=O)NCCc2ccccc2)nnc1-c1cccnc1	-10	2	102	101	104	0	100	108	101	103	8
CCOCCCNS(=O)(=O)c1ccc2c(c1)oc(=O)n2CC(=O)OCC	-2	-1	99	99	101	x	98	102	101	99	-26
C=CCn1cnc2scc(-c3ccccc3)c2c1=O	4	2	97	100	99	x	99	109	100	99	-17

From PubChem BioAssay
